Bioassay records: PubChem, The Scripps Research Institute Molecular Screening Center
PAFAH1B3 inh: PAFAH1B3 enzyme inhibitors, primary screen, biochemical, fluorescence polarization, human. recombinant PAFAH1B3, FP-rhodamine probe. inhibition, % at 3.39 µM. 0.28% of 340,000 active. AID 492972, 2010;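 active = inhibition above the screen-wide average of all tested compounds plus 3 SD, cut at about 25% in these data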;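 also: 0% = enzyme with DMSO only and 100% = wells lacking PAFAH1B3 protein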
Target sequence (Q15102 whole entry, looked up): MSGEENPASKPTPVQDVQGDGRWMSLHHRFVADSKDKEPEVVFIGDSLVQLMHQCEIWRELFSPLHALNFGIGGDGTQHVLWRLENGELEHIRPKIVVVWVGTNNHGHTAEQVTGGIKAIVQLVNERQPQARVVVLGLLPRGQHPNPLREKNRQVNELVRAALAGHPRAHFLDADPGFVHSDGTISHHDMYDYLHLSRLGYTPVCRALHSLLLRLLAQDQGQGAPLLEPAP
pPAFAH inh: pPAFAH enzyme inhibitors, primary screen, biochemical, fluorescence polarization, human. AID 463082, 2010. inhibition, % at 3.39 µM. 1.5% of 330,000 active. Platelet-activating factor acetylhydrolase (Homo sapiens), Q13093. recombinant pPAFAH, FP-rhodamine probe fluorescence polarization;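 active = inhibition above the mean inhibition across the screen plus 3 SD, cut at about 25% in these data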;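 also: inhibitors block binding of the rhodamine activity-based probe so polarization drops; 0% = enzyme with DMSO and 100% = wells lacking pPAFAH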
GSTO1 counter: inhibitors of recombinant GSTO1, primary screen, counter-screen for RBBP9 inhibitor project, biochemical, fluorescence polarization. activity-based probe fluorescence polarization. Glutathione S-transferase omega-1 (Homo sapiens), P78417. 1.1% of 300,000 active. inhibition, % at 5.96 µM;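 active = inhibition above the campaign mean inhibition plus 3 SD, cut at about 35% in these data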;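 also: 0% = GSTO1-1 with DMSO and 100% = wells lacking GSTO1-1 enzyme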
Target sequence (P78417 whole entry, looked up): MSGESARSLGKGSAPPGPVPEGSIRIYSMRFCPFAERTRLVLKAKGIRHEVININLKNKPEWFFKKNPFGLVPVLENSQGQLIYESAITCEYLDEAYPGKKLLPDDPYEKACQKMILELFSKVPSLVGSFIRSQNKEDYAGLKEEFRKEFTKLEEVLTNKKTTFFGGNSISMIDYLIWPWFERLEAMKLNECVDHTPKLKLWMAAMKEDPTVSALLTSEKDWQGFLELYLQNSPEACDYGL
PME-1 inh: PME-1 inhibitors via competitive probe labeling, primary screen, biochemical, fluorescence polarization, FP-Rh probe, HTS | inhibition, % at 5.9 µM | AID 2130, 2009 | 0.53% of 320,000 active | recombinant PME-1;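 active = inhibition above the campaign mean of all compounds plus 3 SD, cut at about 26% in these data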;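 also: competitive labeling of PME-1 active site by serine hydrolase directed probe; 0% = PME-1 with DMSO and 100% = wells lacking PME-1 enzyme; inhibitors block probe labeling so polarization falls and inhibition rises; many of its hits are not listed in these tables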
LYPLA1 inh: LYPLA1 inhibitors, primary screen, counter-screen for PME1 inhibitor project, biochemical, fluorescence polarization, FP-Rh probe ABPP. recombinant LYPLA1. inhibition, % at 5.9 µM. 0.16% of 320,000 active;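 active = inhibition above the mean of all tested compounds plus 3 SD, set per campaign, cut at about 14% in these data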;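 also: inhibitors block serine hydrolase probe labeling of LYPLA1 so polarization falls; 0% = enzyme with DMSO and 100% = wells lacking LYPLA1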
Target sequence (O75608 whole entry, looked up): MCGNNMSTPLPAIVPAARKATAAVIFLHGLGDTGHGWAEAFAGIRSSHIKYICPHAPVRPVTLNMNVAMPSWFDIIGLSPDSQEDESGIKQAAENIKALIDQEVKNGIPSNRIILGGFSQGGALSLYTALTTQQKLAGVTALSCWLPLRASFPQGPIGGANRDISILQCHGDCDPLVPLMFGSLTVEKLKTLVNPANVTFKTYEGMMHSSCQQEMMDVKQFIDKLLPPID
PAFAH1B2 FP inh: PAFAH1B2 enzyme inhibitors, primary screen, biochemical, fluorescence polarization, human. Platelet-activating factor acetylhydrolase IB subunit alpha2 (Homo sapiens), P68402. recombinant PAFAH1B2, FP-rhodamine activity probe. inhibition, % at 3.39 µM. 1.2% of 340,000 active;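 active = inhibition above the mean of all tested compounds plus 3 SD, cut at about 24% in these data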;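 also: 0% = enzyme with DMSO and 100% = wells lacking PAFAH1B2; many of its hits are not listed in these tables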
PREPL inhibitor: PREPL enzyme inhibitors, primary screen, biochemical, fluorescence polarization | recombinant PREPL, fluorescence polarization activity-based probe | inhibition, % at 5.96 µM | 0.68% of 320,000 active | AID 2751, 2010; in the data active = inhibition above about 43%;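 also: 0% = enzyme with DMSO and 100% = wells lacking enzyme; many of its hits are not listed in these tables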
PAD4 FP inh: human PAD4 inhibitors, primary screen, biochemical, fluorescence polarization, 1536-well format | inhibition, % at 6.36 µM | AID 485272, 2010 | Protein-arginine deiminase type-4 (Homo sapiens), Q9UM07 | recombinant PAD4, RCA probe fluorescence polarization | 0.41% of 330,000 active;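 active = percent inhibition above a cutoff equal to the mean of all tested compounds plus 3 SD, cut at about 15% in these data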;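 also: 0% = PAD4 with RCA probe and DMSO and 100% = probe without PAD4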
LYPLA2 inh: LYPLA2 inhibitors, primary screen, counter-screen for PME1 inhibitor project, biochemical, fluorescence polarization, FP-Rh probe ABPP | Acyl-protein thioesterase 2 (Homo sapiens), O95372 | recombinant LYPLA2 | inhibition, % at 5.9 µM | 0.38% of 320,000 active | AID 2177, 2009;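 active = inhibition above the screen-wide mean plus 3 SD, limit set per campaign, cut at about 26% in these data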;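 also: 0% = LYPLA2 with DMSO and 100% = wells lacking LYPLA2 enzyme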
* hit, by the source's call; x = not tested or not shown. These rows are one share of the data; count on the stated rates, not on these rows.

| Compound | PAFAH1B3 inh | pPAFAH inh | GSTO1 counter | PME-1 inh | LYPLA1 inh | PAFAH1B2 FP inh | PREPL inhibitor | PAD4 FP inh | LYPLA2 inh |
| --- | --- | --- | --- | --- | --- | --- | --- | --- | --- |
| COCCNC(=O)Cn1nc(C)c([N+](=O)[O-])c1C | -1 | 3 | 25 | -1 | -1 | 4 | 16 | -4 | -2 |
| COc1ccc(CN2CCCCC2C)c(C)c1C (centres undefined) | 6 | 3 | 0 | 4 | -1 | 4 | 2 | -5 | 5 |
| COc1cc(OC)c2c(-c3cccc(-c4ccc(NC(C)=O)cc4)c3)cc(=O)oc2c1 | -3 | 2 | x | x | x | -3 | x | -6 | x |
| CN1CCN(C(=O)c2cc3c(n(-c4ccccc4)c2=O)CC(C)(C)CC3=O)CC1 | 0 | 3 | 5 | -4 | -3 | -2 | 14 | 4 | 2 |
| C=CCn1c(SCC(=O)O)nnc1-c1cccc(Cl)c1 | -2 | 3 | 5 | 6 | 2 | 4 | -1 | -3 | -1 |
| COc1ccc(NC(=O)COC(=O)c2ccc(O)cc2)c([N+](=O)[O-])c1 | 6 | 28* | 10 | 10 | 5 | 0 | 9 | 7 | 12 |
| CNC(=O)CN1C(=O)C2C3C=CC(C3)C2C1=O (centres undefined) | 10 | -2 | 8 | 1 | 3 | 2 | 18 | 2 | 12 |
| C/C(=N\NC(=O)c1nnn(-c2nonc2N)c1CN(C)C)c1ccco1 | 7 | 2 | 5 | 0 | 1 | 3 | 13 | -7 | 5 |
| Cn1c(N)c(C(=O)COC(=O)CCC2CCCC2)c(=O)n(C)c1=O | 6 | -4 | 4 | 0 | 1 | 7 | 20 | -6 | 1 |
| Cc1cccc(C(=O)Nc2ccc(CC(=O)O)cc2)c1 | -7 | 0 | 6 | 0 | -1 | -6 | 17 | 0 | 3 |

Another view of 2 compounds above:
C=CCn1c(SCC(=O)O)nnc1-c1cccc(Cl)c1
- PAFAH1B3 inh: -2
- pPAFAH inh: 3
- GSTO1 counter: 5
- PME-1 inh: 6
- LYPLA1 inh: 2
- PAFAH1B2 FP inh: 4
- PREPL inhibitor: -1
- PAD4 FP inh: -3
- LYPLA2 inh: -1
COc1cc(OC)c2c(-c3cccc(-c4ccc(NC(C)=O)cc4)c3)cc(=O)oc2c1
- PAFAH1B3 inh: -3
- pPAFAH inh: 2
- GSTO1 counter: x
- PME-1 inh: x
- LYPLA1 inh: x
- PAFAH1B2 FP inh: -3
- PREPL inhibitor: x
- PAD4 FP inh: -6
- LYPLA2 inh: x

Other records follow:
| Compound | PAFAH1B3 inh | pPAFAH inh | GSTO1 counter | PME-1 inh | LYPLA1 inh | PAFAH1B2 FP inh | PREPL inhibitor | PAD4 FP inh | LYPLA2 inh |
| --- | --- | --- | --- | --- | --- | --- | --- | --- | --- |
| CNc1ncnc(Sc2ccc(Cl)cc2)c1[N+](=O)[O-] | x | 1 | 10 | 5 | 2 | x | 18 | 3 | 6 |
| CCCC(c1nnnn1C(C)(C)CC)N1CCN(C2CCCC2)CC1 (centres undefined) | 3 | 3 | 0 | -6 | 0 | 0 | -6 | -3 | -3 |
| Cc1c(Cl)cccc1NC(=O)CNC(=O)c1cn(-c2ccccc2)nc1-c1cccnc1 | 12 | 3 | x | -2 | -8 | -3 | -44 | -4 | -6 |
| N#Cc1cccc(C#N)c1N1CCC(C#N)CC1 | x | 3 | 3 | 6 | -2 | x | -1 | -3 | 1 |
| COc1cccc(NC(=O)COC(=O)C2CC(=O)N(c3ccc(C)cc3)C2)c1 (centres undefined) | 4 | 11 | x | -1 | 1 | 0 | 10 | -1 | 7 |
| Cc1cccc(Nc2nc(N)nc(CN3CCN(c4ccccc4)CC3)n2)c1 | 5 | 6 | 0 | -6 | 2 | -1 | 17 | -6 | -3 |
| COc1cc2c(cc1OC)C(C1C(=O)CCCC1=O)N(C(=O)CCl)CC2 (centres undefined) | 8 | -1 | 28 | 6 | -1 | -3 | 4 | -4 | 1 |
| COc1ccccc1C(=O)Nc1ccccc1N1CCCCC1 | 5 | 9 | -7 | 3 | -4 | 8 | 5 | 6 | 8 |
| COc1ccc(-c2nc(CS(=O)CC(=O)N3CCCC3)c(C)o2)cc1 (centres undefined) | 7 | 2 | 5 | -1 | -2 | 9 | 7 | 1 | 0 |
| COC(=O)c1ccc(COC(=O)c2cccnc2Cl)cc1 | 4 | 6 | 3 | -5 | 2 | 7 | -4 | 1 | 1 |

6 entries drawn at random from those above:
| Compound | PAFAH1B3 inh | pPAFAH inh | GSTO1 counter | PME-1 inh | LYPLA1 inh | PAFAH1B2 FP inh | PREPL inhibitor | PAD4 FP inh | LYPLA2 inh |
| --- | --- | --- | --- | --- | --- | --- | --- | --- | --- |
| Cc1c(Cl)cccc1NC(=O)CNC(=O)c1cn(-c2ccccc2)nc1-c1cccnc1 | 12 | 3 | x | -2 | -8 | -3 | -44 | -4 | -6 |
| CCCC(c1nnnn1C(C)(C)CC)N1CCN(C2CCCC2)CC1 (centres undefined) | 3 | 3 | 0 | -6 | 0 | 0 | -6 | -3 | -3 |
| N#Cc1cccc(C#N)c1N1CCC(C#N)CC1 | x | 3 | 3 | 6 | -2 | x | -1 | -3 | 1 |
| COc1cc2c(cc1OC)C(C1C(=O)CCCC1=O)N(C(=O)CCl)CC2 (centres undefined) | 8 | -1 | 28 | 6 | -1 | -3 | 4 | -4 | 1 |
| COc1ccccc1C(=O)Nc1ccccc1N1CCCCC1 | 5 | 9 | -7 | 3 | -4 | 8 | 5 | 6 | 8 |
| CNc1ncnc(Sc2ccc(Cl)cc2)c1[N+](=O)[O-] | x | 1 | 10 | 5 | 2 | x | 18 | 3 | 6 |

The list goes on:
| Compound | PAFAH1B3 inh | pPAFAH inh | GSTO1 counter | PME-1 inh | LYPLA1 inh | PAFAH1B2 FP inh | PREPL inhibitor | PAD4 FP inh | LYPLA2 inh |
| --- | --- | --- | --- | --- | --- | --- | --- | --- | --- |
| Cc1ccccc1OCCC(=O)OCC(=O)Nc1ccc2[nH]c(=O)[nH]c2c1 | 5 | 1 | 4 | -2 | -4 | 4 | -6 | 2 | 5 |
| COc1cc(OC)cc(-c2c(C#Cc3ccsc3)c3cc(-c4cc(F)cc(F)c4)ccc3n2C)c1 | -8 | -3 | x | x | x | 4 | 21 | -5 | x |
| O=C(CP(=O)(O)CC(=O)c1ccccc1)c1ccccc1 | 2 | -5 | 7 | -8 | -1 | 4 | -5 | -2 | -4 |
| CC(C#N)OC(=O)c1cccnc1SCC(=O)Nc1ccc2c(c1)OCO2 (centres undefined) | -3 | 6 | x | x | x | 0 | 13 | 0 | x |
| COc1ccc(OC)c(NC(=O)c2cnn(-c3ccccc3Cl)c2NC(=O)c2ccco2)c1 | 2 | 12 | 5 | -2 | 1 | 0 | 31 | 2 | -1 |
| O=C(CCNS(=O)(=O)c1ccc(F)c(Cl)c1)NCc1ccccc1F | -3 | 0 | x | x | x | 1 | 20 | 1 | x |
| Cc1ccc(N(CCC#N)C(=O)COC(=O)c2ccccn2)cc1 | -2 | -1 | 7 | 2 | 0 | -2 | 5 | 0 | 4 |
| COc1ccc(OC)c(NC(=O)C(C)Oc2ccc(Br)cc2)c1 (centres undefined) | x | 5 | 5 | 1 | 3 | x | -3 | -3 | 0 |
